Source: PubChem BioAssay (National Center for Advancing Translational Sciences (NCATS))
HEK293 tox: Cytotoxic Profiling in HEK 293 Cell Line of Diverse Libraries Using Quantitative High-Throughput Screening; HEK 293 viability, ATP luminescence (CellTiter-Glo), 48-72 h; Potency, µM (highest dose often 115 µM), for inactives: at the highest dose activity change, negative = cytotoxicity, actives largely listed as inhibitors; 6.6% of 94,000 active; AID 1345083, 2018; also: potency is read from the fitted curve at half-maximal effect; nearly all actives have a fitted effect of over 60% in size
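Pintool-delivered compounds were incubated with HEK 293 cells (250 cells/well) at 37 degree Celsius for 48 or 72 hr. ATP-dependent luminescence (CellTiter-Glo) then reported remaining viable cells.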
FLuc inh: Firefly luciferase inhibition profiling of diverse chemical library using quantitative high-throughput screening; Luciferin 4-monooxygenase (Photinus pyralis), P08659; purified P. pyralis luciferase, luminescence, biochemical; Potency, µM (doses to about 115 µM), for the others: top-dose activity change, negative = inhibition, actives largely listed as inhibitors; 2.5% of 76,000 active; also: potency is read from the fitted curve at half-maximal effect; nearly all actives have a fitted effect of over 65% in size
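Luminescence read by CCD imager after adding enzyme (10nM final) to wells holding compound, titrated in qHTS. Substrates 10uM each D-luciferin and ATP; buffer 50mM Tris acetate pH 7.5, 10mM Mg acetate, Tween-20, BSA.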
3T3 cytotox: Cytotoxic Profiling in NIH 3T3 Cell Line of Diverse Libraries Using Quantitative High-Throughput Screening; NIH 3T3 viability, CellTiter-Glo ATP luminescence, 48-72 h; Potency, µM (highest dose often 96.7 µM), for inactives: at the top dose activity change, negative = cytotoxicity, hits mostly inhibitors; 4.3% of 94,000 active; AID 1345082, 2018; also: potency is read from the fitted curve at half-maximal effect; nearly all actives have a fitted effect of over 55% in size
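Cells were seeded at 400 per well, treated with pin-transferred compound, and kept 48 or 72 hr at 37 °C before CellTiter-Glo addition and luminescence imaging of cellular ATP.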
GPT2 inh: Primary qHTS assay for inhibitors of Glutamate pyruvate transaminase 2 (GPT2). Alanine aminotransferase 2 (Homo sapiens), Q8TD30. Recombinant GPT2, coupled pyruvate oxidase/HRP Amplex Red fluorescence. Potency, µM (doses to about 57.7 µM), inactives show top-dose activity change, negative = inhibition, hits mostly inhibitors. 0.25% of 100,000 active; also: potency is read from the fitted curve at half-maximal effect; nearly all actives have a fitted effect of over 60% in size; many of its hits are not listed in these tables
Target sequence (Q8TD30 whole entry, looked up): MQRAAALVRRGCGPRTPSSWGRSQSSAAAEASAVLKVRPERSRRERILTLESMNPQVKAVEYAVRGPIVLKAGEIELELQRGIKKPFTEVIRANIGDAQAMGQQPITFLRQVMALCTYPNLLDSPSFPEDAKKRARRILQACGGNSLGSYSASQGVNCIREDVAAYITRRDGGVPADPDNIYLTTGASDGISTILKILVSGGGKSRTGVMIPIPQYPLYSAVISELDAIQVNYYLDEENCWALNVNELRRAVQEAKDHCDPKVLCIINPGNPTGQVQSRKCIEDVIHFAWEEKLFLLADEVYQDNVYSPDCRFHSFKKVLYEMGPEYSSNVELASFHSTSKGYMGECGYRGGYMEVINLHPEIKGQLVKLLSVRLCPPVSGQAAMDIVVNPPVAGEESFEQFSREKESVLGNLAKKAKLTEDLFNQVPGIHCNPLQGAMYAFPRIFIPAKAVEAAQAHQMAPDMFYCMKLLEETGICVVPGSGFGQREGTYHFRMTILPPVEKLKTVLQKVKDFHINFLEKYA
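Inhibition is scored from Amplex Red fluorescence generated when pyruvate oxidase and HRP act on pyruvate released by GPT2. Reactions contain 10ng/uL enzyme, 250uM a-KG and 2mM L-alanine and run 30 min at room temperature.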
HEK293 viab: GF-AFC viability counterscreen for inhibitors of alpha-synuclein gene (SNCA) expression | HEK-293-SNCA-luc viability, GF-AFC fluorescence, 24 h | Potency, µM (titrated, usually from 57.1 µM), without a hit: at the highest dose activity change, negative = cytotoxicity, hits mostly cytotoxic | 0.12% of 150,000 active;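 also: potency is read from the fitted curve at half-maximal effect; 0% = DMSO-treated cells and -100% = medium-only wells without cells; nearly all actives have a fitted effect of over 30% in size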
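Cytotoxicity counterscreen: after 24 h compound treatment of genome-edited SNCA-luciferase HEK-293 cells, live-cell protease substrate GF-AFC read by fluorescence after 30 min; activity scaled between DMSO (0%) and medium-only (-100%), curves Hill-fitted.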
IP6K1 inh: Primary qHTS assay for small molecule inhibitors of Inositol hexaphosphate kinase 1 (IP6K1) | Inositol hexakisphosphate kinase 1 (Homo sapiens), Q92551 | IP6K1 kinase, ADP-Glo luminescence, 2 h; active compounds read low | activity change, % (series mostly up to about 58 µM) | 0.81% of 140,000 active | AID 1645851, 2021; in the data active = activity change below about -25%
Target sequence (Q92551 whole entry, looked up): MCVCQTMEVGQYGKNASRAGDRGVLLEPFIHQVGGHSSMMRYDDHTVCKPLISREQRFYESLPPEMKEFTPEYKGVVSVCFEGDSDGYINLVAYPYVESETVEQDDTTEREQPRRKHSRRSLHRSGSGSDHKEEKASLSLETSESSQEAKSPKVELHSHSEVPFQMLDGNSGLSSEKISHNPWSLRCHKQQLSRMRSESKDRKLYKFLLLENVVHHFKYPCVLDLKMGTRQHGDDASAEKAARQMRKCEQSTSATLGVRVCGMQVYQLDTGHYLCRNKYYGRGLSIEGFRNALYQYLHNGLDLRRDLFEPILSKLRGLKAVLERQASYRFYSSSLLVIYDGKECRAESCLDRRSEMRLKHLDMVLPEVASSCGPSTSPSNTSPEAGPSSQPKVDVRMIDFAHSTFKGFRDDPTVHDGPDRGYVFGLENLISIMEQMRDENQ
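ADP-Glo luminescence measures ADP made by human IP6K1 during a 2 h RT reaction with ATP/IP6 (mix at 1.3 mM/130 uM); top library doses 57.5 and 19.1 uM final.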
SNCA expr inhib: Primary qHTS assay for inhibitors of alpha-synuclein gene (SNCA) expression. HEK-293 SNCA-luciferase knock-in, luminescence, 24 h. Potency, µM (highest dose often 57.2 µM), without a hit: at the highest dose activity change, negative = inhibition, hits mostly inhibitors. 0.17% of 140,000 active;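 also: potency is read from the fitted curve at half-maximal effect; plate controls were DMSO cells for no effect and cell-free wells for full effect; nearly all actives have a fitted effect of over 45% in size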
Starred values were filed as active, the others as inactive; i = inactive; ? = inconclusive; / = no result given; [ ] = dose if it differs, or a comment. Unless noted, calls follow the shape of the dose curve; as a rule, active = well fitted curve in the direction sought with a large enough effect; inconclusive = small, poorly fitted or top-dose-only effect, or another doubt; inactive = no such curve, though single readings can be large; an effect the other way counts as inactive or inconclusive. Unless noted, % is scaled to controls: 0 for no effect and ±100 for the full control effect. Some of the compounds tested; rates above refer to the full screens.

Assay codes – A = HEK293 tox; B = FLuc inh; C = 3T3 cytotox; D = GPT2 inh; E = HEK293 viab; F = IP6K1 inh; G = SNCA expr inhib
COc1cccc(C(=O)Nc2cccc(-c3cn4c(C)csc4n3)c2)c1OC
  A: /	B: /	C: /	D: /	E: -7%	F: 2	G: 70%[activator]
O=C(NC1CC1)[C@@H]1C[C@H](Oc2cccnc2)CN1C(=O)Cc1cccc(F)c1
  A: i	B: 0%	C: i	D: -6%	E: 2%	F: -1	G: 6%
O=C(N[C@H]1CCN2C(=O)c3cc(-c4ccc(Cl)cc4)ccc3NC(=O)[C@H]12)c1cccs1
  A: ?	B: 11µM*	C: ?	D: 3%	E: -12%	F: -1	G: 12%
CCN(C(=O)Cn1c(=O)n(Cc2ccc3c(c2)OCO3)c(=O)c2ccc(C(=O)NC3CCCCC3)cc21)c1cccc(C)c1
  A: /	B: /	C: /	D: /	E: 8%	F: -4	G: -3%
O=C(O)C[C@@H]1CCN(Cc2ccccc2O)C[C@@H]1CCN1C[C@@H]2C[C@H](C1)c1cccc(=O)n1C2
  A: 1%	B: 2%	C: -5%	D: 4%	E: 0%	F: -14	G: -24%
Cc1cc(C)cc(N2CCC(NC(=O)c3ccc(Cl)s3)C2=O)c1 (stereo unspecified)
  A: -24%	B: -9%	C: -12%	D: i	E: -9%	F: -1	G: 0%
NC(=O)N1CCC(CC(=O)N2CCC([C@H]3c4ncc(Br)cc4CCc4cc(Cl)cc(Br)c43)CC2)CC1
  A: /	B: /	C: /	D: i	E: -19%	F: /	G: ?
COCCN1C[C@H]2COc3ccc(C)cc3[C@H]2N(C(=O)c2cccc(OC)c2)CCC1=O
  A: ?	B: /	C: -20%	D: /	E: /	F: -8	G: /
CC(C)(C)CNC1(Cc2cc(-c3ccccn3)on2)COC1
  A: -12%[172 µM]	B: 12%[172 µM]	C: -9%[174 µM]	D: -11%[88.5 µM]	E: 4%[87.6 µM]	F: 5	G: 10%[87.6 µM]
CC1=C(C(=O)Nc2ccccc2)C(c2cccc(O)c2)n2nc(-c3ccccc3Cl)nc2N1 (stereo unspecified)
  A: /	B: /	C: /	D: /	E: -12%	F: -10	G: 11%
Cc1ccc(Cl)cc1NC(=O)CCCN1C(=O)CCn2nc(-c3cn(C)c4ccccc34)cc21
  A: /	B: /	C: /	D: /	E: -12%	F: -7	G: 10%
COCCN(C)C[C@H]1C[C@H](CO)CN(C(=O)c2c(C)cccc2OC)C1
  A: i	B: -4%	C: -1%	D: 3%	E: -3%	F: 5	G: -16%
C#CC(N)CCC(=O)O (stereo unspecified)
  A: /	B: /	C: /	D: 1%	E: -5%	F: /	G: 5%
COc1ccc2c(CNCc3ccco3)c(C(=O)O)n(Cc3ccc(F)cc3Cl)c2c1
  A: /	B: /	C: /	D: /	E: -7%	F: 3	G: 12%
COc1ccc(CNC(=O)Cn2c(N3CCCCC3)nc(C)c(C)c2=O)cc1
  A: -14%	B: 9%	C: -9%	D: i	E: -1%	F: -3	G: -19%

Rewritten with tabs: 2 of the compounds above
Compound	HEK293 tox	FLuc inh	3T3 cytotox	GPT2 inh	HEK293 viab	IP6K1 inh	SNCA expr inhib
C#CC(N)CCC(=O)O (stereo unspecified)	/	/	/	1%	-5%	/	5%
COc1ccc(CNC(=O)Cn2c(N3CCCCC3)nc(C)c(C)c2=O)cc1	-14%	9%	-9%	i	-1%	-3	-19%

Next compounds:
Assay codes – A = HEK293 tox; B = FLuc inh; C = 3T3 cytotox; D = GPT2 inh; E = HEK293 viab; F = IP6K1 inh; G = SNCA expr inhib
O[C@@H]1C[C@@H](c2nc(-c3ccccc3)no2)N(Cc2cccc(OC(F)(F)F)c2)C1
  A: ?	B: 71µM*	C: ?	D: ?	E: 7%[87.6 µM]	F: 4	G: 122%[activator][87.6 µM]
CCCOC(=O)c1cccc(Nc2nc(C(=O)OCC)nc3ccccc23)c1
  A: /	B: /	C: /	D: /	E: ?	F: -13	G: -29%
CC(C)Oc1ccc(CNC(=O)CN2C(=O)CCn3nc(-c4cn(C)c5ccccc45)cc32)cc1
  A: /	B: /	C: /	D: /	E: 23%	F: -13	G: -6%
COc1ccc(Cn2c(SCC(=O)N(C)Cc3ccccc3)nc3ccccc32)cc1
  A: /	B: /	C: /	D: /	E: -14%	F: 25	G: 28%
CCn1c2ccccc2c2nnc(N3CCN(c4ccc(OC)cc4)CC3)nc21
  A: /	B: /	C: /	D: /	E: -17%	F: 27	G: -12%
Fc1ccc(-c2noc3ncnc(NCCc4ccccc4)c23)cc1
  A: /	B: /	C: /	D: /	E: 11%	F: 9	G: -15%
O=C(c1cc2ccccc2oc1=O)N1CCN(c2ccc(Cl)cc2)CC1
  A: /	B: /	C: /	D: /	E: 4%	F: -15	G: -12%
COCC(=O)N1CCC2(CC1)CC(Cc1nc(-c3cccnc3)no1)CCO2 (stereo unspecified)
  A: -1%	B: 3%	C: -6%	D: 0%	E: 2%	F: 6	G: -14%
CCc1ccc(NC(=O)CN2C(=O)C3(SCC(=O)N3c3ccc(F)c(F)c3)c3ccccc32)cc1 (stereo unspecified)
  A: /	B: /	C: /	D: /	E: ?	F: 8	G: ?
CN1CCC(CN2CCC3(CC2)COCCN3C(=O)c2ccccc2)CC1
  A: ?	B: 1%[172 µM]	C: ?	D: 2%[88.5 µM]	E: -13%[87.6 µM]	F: -1	G: 0%[87.6 µM]
CC(=O)OCC(=O)[C@@]12OC(C)(C)O[C@@H]1C[C@H]1[C@@H]3C[C@H](F)C4=CC(=O)C=C[C@]4(C)[C@@]3(F)[C@@H](O)C[C@@]12C
  A: /	B: /	C: /	D: 3%	E: 8%[23.9 µM]	F: 10	G: 45%[25.6 µM]
OC1CC(c2cc(N3CCN(c4nsc5ccccc45)CC3)ncn2)C1 (stereo unspecified)
  A: 11µM*	B: -3%	C: 18µM*	D: -11%	E: ?	F: 116	G: ?
CCCCNC(=O)CCC1N=C2c3ccccc3N=C(SCC(=O)NCCc3ccc(OC)c(OC)c3)N2C1=O (stereo unspecified)
  A: /	B: /	C: /	D: /	E: -9%	F: -5	G: 129%[activator]
O=C(NCc1ccco1)c1cc2n(n1)CC(c1ccc3c(c1)OCO3)OC2 (stereo unspecified)
  A: -16%	B: 21%	C: ?	D: -5%	E: 3%	F: 25	G: -4%
CN(CC1CCOC1)S(=O)(=O)c1cccc(F)c1 (stereo unspecified)
  A: -3%	B: 1%	C: i	D: i	E: 1%	F: 16	G: 8%
OCC(CO)N[C@H]1C[C@](O)(CO)[C@@H](O)[C@H](O)[C@H]1O
  A: /	B: /	C: /	D: i	E: 3%[23.9 µM]	F: 12	G: 29%[25.6 µM]
CC(C)CCNC(=O)CCN(CC(C)C)C(=O)c1ccoc1
  A: ?	B: -13%	C: -17%	D: i	E: 9%	F: 3	G: -9%
CCOc1ccc(NC(=O)CSc2oc(-c3ccco3)nc2S(=O)(=O)c2ccc(Cl)cc2)cc1
  A: /	B: /	C: /	D: /	E: 6%	F: 9	G: -18%
COc1cccc(NC(=O)Cn2c(=O)c3c(n2Cc2ccccc2)CN(Cc2ccccc2)CC3)c1
  A: ?	B: ?	C: -27%	D: -3%	E: -5%	F: 10	G: 81%[activator]
COc1ccc(CNC(=O)C2CCCN(S(=O)(=O)c3ccc4c(ccn4C)c3)C2)c(OC)c1 (stereo unspecified)
  A: /	B: /	C: /	D: /	E: 3%	F: 3	G: -3%
COc1ccc(NC(=O)c2nnn(Cc3nc(-c4cc(Br)ccc4OC)oc3C)c2C)cc1
  A: /	B: /	C: /	D: /	E: -3%	F: 1	G: 10%
CCOc1ccc(-c2cc(C(F)(F)F)c(C#N)c(SCC(=O)Nc3ccccc3)n2)cc1
  A: /	B: /	C: /	D: /	E: 4%	F: -6	G: -10%
COc1ccc(-c2ccnc(N[C@H]3CO[C@H]4[C@@H]3OC[C@H]4OCC(=O)N(C)C)n2)cc1
  A: ?	B: 7%[172 µM]	C: ?	D: 3%[88.5 µM]	E: ?	F: 2	G: -7%[87.6 µM]
O=C(CN1CCCc2nc(C3CC3)ncc2C1=O)NCCCn1cccn1
  A: i	B: -2%	C: -1%	D: 0%	E: 14%	F: 0	G: 1%
CN1[C@@H](CCC(=O)N2CCOCC2)CNC(=O)[C@@H]2[C@H]1CCN2Cc1ccccc1
  A: 2%[172 µM]	B: -2%[172 µM]	C: i	D: i	E: 7%[87.6 µM]	F: 1	G: -1%[87.6 µM]
O=C(c1ccccc1F)N1CCn2c(nn(-c3ccc(Cl)cc3)c2=O)C1
  A: ?	B: /	C: -33%	D: i	E: -5%	F: 21	G: 94%[activator]
Cc1sc2cc(C(=O)NCc3cccnc3)[nH]c2c1CN1CCCCC1
  A: ?	B: 4%	C: ?	D: -12%	E: 2%	F: 25	G: 8%
COc1ccc(C2Nc3ccccc3-c3cc(C)nn32)c(OC)c1 (stereo unspecified)
  A: /	B: /	C: /	D: /	E: 3%	F: 0	G: ?
Cc1ccc(Cn2c(SCC(=O)NCc3ccc(Cl)cc3)nc3ccsc3c2=O)cc1
  A: /	B: /	C: /	D: /	E: 6%	F: 16	G: -7%
Cc1ccc(-c2cn3cc(C(=O)NCCN4CCOCC4)nc3s2)cc1
  A: -5%	B: /	C: -18%	D: 5%	E: 0%	F: 5	G: 6%
COc1ccc(-c2nn3c(=O)cc(CN4CCN(S(=O)(=O)c5ccc(C)cc5)CC4)nc3s2)cc1
  A: /	B: /	C: /	D: /	E: 5%	F: 10	G: -14%
CCCCC(=O)N1CCc2cc(OC)c(OC)cc2C1COc1ccc(OC)cc1 (stereo unspecified)
  A: /	B: /	C: /	D: /	E: -5%	F: 0	G: 6%
O=C1N[C@H](CC(=O)N2CCOC(c3ccccc3)C2)C(=O)Nc2ccccc21 (stereo partly specified)
  A: 9%	B: -5%	C: i	D: i	E: 1%	F: 3	G: 27%
CN1CC2(CCCN(C(=O)c3conc3-c3ccccc3)CC2)OC1=O (stereo unspecified)
  A: -26%	B: 7%	C: -1%	D: -12%[11.5 µM]	E: 3%	F: 6	G: -37%
COc1ccc(Nc2c3c(nc4ccc(NC(=O)/C=C/c5cccc(OC)c5OC)cc24)CCCC3)cc1OC
  A: /	B: /	C: /	D: /	E: ?	F: 1	G: ?
CCOc1ccc(NC(=O)NCCc2noc(-c3ccccc3)n2)cc1
  A: -5%	B: -1%	C: -16%	D: 4%	E: 4%	F: 3	G: -7%
Cc1cccc(NC(=O)Cn2nc3n(c2=O)CCCC3)c1C
  A: 15%	B: 3%	C: i	D: ?	E: 1%	F: -1	G: ?
